Screens as filed in PubChem.
RXFP1 agonist: qHTS Assay for Agonists of the Relaxin Receptor RXFP1; Potency, µM (series often up to 57.5 µM), inactives show top-dose activation, hits mostly activators; Relaxin receptor 1 (Homo sapiens), Q9HBX9; HEK293T-RXFP1 cAMP TR-FRET, 30 min; response scale: percent of porcine relaxin response, buffer zero; AID 2676, 2010; 370,000 tested, 0.3% active; also: potency is read from the fitted curve at half-maximal effect; % is scaled to controls: 0 for no effect and ±100 for the full control effect; nearly all actives have a fitted effect of over 60% in size; many of its hits are not listed in these tables
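HEK293T cells stably expressing RXFP1 were pretreated with the PDE4 inhibitor Ro 20174, exposed to compounds for 30 min at 37C, lysed, and cAMP was read by TR-FRET. Data normalized to buffer (basal) and 29 nM porcine relaxin (100%).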
Apoferritin bind: qHTS Assay for Identification of Novel General Anesthetics; apoferritin/1-aminoanthracene competitive binding, fluorescence; Potency, µM (doses to about 77.5 µM), for inactives: at the top dose activity change, negative = displacement, hits mostly inhibitors; 350,000 tested, 0.074% active; AID 485281, 2010; also: potency is read from the fitted curve at half-maximal effect; % is scaled to controls: 0 for no effect and ±100 for the full control effect; nearly all actives have a fitted effect of over 20% in size
Target sequence (P02791 2-175 limits assumed): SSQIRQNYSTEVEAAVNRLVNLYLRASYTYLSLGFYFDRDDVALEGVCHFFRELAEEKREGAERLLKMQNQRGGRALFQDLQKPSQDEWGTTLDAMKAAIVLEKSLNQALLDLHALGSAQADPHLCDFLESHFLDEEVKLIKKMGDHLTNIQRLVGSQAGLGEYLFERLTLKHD
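Read-out: endpoint 1-AMA fluorescence, excitation 380 nm and emission 535 nm, after compounds sit 10 min at room temperature with 10 uM horse-spleen apoferritin in 50% saturated 1-AMA/PBS. Values come from four-parameter Hill fits.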
D1 potentiator: Potentiators of Human D1 Dopamine Receptor: qHTS; HEK293 TREx D1 cells, calcium flux, dopamine EC20 potentiation; potentiation, % at 10 µM; 360,000 tested, 0.036% active; in the data active = potentiation above about 30%; also: 0% is about no effect
Target sequence (P21728 whole entry, looked up): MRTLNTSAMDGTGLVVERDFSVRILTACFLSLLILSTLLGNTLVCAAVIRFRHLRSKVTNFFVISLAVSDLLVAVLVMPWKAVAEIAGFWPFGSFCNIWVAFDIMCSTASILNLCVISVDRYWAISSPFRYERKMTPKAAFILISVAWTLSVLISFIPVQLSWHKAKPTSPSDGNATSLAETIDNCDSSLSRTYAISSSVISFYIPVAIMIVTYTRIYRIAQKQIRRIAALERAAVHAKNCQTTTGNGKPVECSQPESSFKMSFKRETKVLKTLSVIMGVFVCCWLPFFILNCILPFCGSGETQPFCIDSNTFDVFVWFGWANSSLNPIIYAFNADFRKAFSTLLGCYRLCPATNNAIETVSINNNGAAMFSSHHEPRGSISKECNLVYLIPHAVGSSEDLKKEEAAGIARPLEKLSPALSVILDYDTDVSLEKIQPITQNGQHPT
D1 agonist: Allosteric Agonists of the Human D1 Dopamine Receptor: qHTS | HEK293 T-REx D1 cells, calcium flux, agonist mode | activation, % at 2 µM | 360,000 tested, 1% active; in the data active = activation above about 30%; also: 0% is about no effect
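Agonism was scored from calcium flux recorded over 180 s (1 read/s) after pintool compound addition, following a 10-cycle baseline. Cells were inducible force-coupled HEK293 TREx D1, plated overnight at 30 C and loaded with no-wash calcium dye.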
TRHR enhancer: qHTS for Small Molecule Agonists and Allosteric Enhancers of Human TRH Receptor: Primary Screen for Enhancers | Thyrotropin-releasing hormone receptor (Homo sapiens), P34981 | enhancement, % at 2 µM | 360,000 tested, 0.66% active | TRHR cells, fluo-8 calcium fluorescence, EC20 TRH enhancement; in the data active = enhancement above about 30%; also: 0% is about no effect
Target sequence (P34981 whole entry, looked up): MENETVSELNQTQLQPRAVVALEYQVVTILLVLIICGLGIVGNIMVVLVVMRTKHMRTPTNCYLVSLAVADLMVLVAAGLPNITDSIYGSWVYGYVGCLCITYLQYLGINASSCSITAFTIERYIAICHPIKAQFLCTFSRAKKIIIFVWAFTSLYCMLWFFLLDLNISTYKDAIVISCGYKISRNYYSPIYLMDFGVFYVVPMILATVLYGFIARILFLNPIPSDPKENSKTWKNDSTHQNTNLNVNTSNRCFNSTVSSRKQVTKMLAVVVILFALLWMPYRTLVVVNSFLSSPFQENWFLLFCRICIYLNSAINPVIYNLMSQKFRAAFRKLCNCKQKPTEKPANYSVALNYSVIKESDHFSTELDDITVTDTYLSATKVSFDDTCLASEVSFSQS
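TRHR-expressing cells loaded with fluo-8 calcium dye were read kinetically (ex 480/em 530) during compound addition, then stimulated with an EC20 of TRH (10 nM final). Enhancement of the Gq-mediated intracellular calcium response was scored.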
D1 antagonist: Antagonist of Human D 1 Dopamine Receptor: qHTS; HEK293 TREx D1 cells, calcium flux, dopamine EC80; hits give low values; activity change, negative = inhibition, % at 10 µM; 360,000 tested, 3.2% active; in the data active = activity change below about -30%; also: % is scaled to controls: 0 for no effect and ±100 for the full control effect
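Antagonism measured as reduced calcium response to an EC80 dopamine addition following 180 s compound pre-read; cells were inducible HEK293 Trex D1 plated overnight at 30 C, read kinetically at 1 cycle/sec.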
D2 potentiator: HTS Assay for Positive Allosteric Modulators of the Human D2 Dopamine Receptor: Primary Screen for Potentiators; HEK293 T-REx D2, calcium flux, EC20 dopamine potentiation; potentiation, % at 10 µM; 340,000 tested, 0.34% active; AID 485347, 2010;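 active = potentiation over 3 SD above the plate norm, cut at about 30% in these data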; also: 0% is about no effect
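Tetracycline-induced Hek293 Trex D2 cells, force-coupled to calcium, loaded with no-wash calcium dye. Compound added with 180 s kinetic read for agonism, then EC20 dopamine and a further 180 s read for potentiation.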
TRHR agonist: qHTS for Small Molecule Agonists and Allosteric Enhancers of Human TRH Receptor: Primary Screen for Agonists; TRHR cells, calcium flux fluo-8, FDSS agonist mode; Thyrotropin-releasing hormone receptor (Homo sapiens), P34981; 360,000 tested, 0.18% active; activation, % at 2 µM; in the data active = activation above about 30%; also: 0% is about no effect
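Steps: seed TRHR cells overnight; add fluo-8 no-wash Ca dye, RT 30 min–1.5 h; record 10 s baseline; pin-transfer compounds; monitor fluorescence 1 cycle/s for the agonist window. Calcium increases flag candidate agonists.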
RXFP1 antag: qHTS Assay for Antagonists of the Relaxin Receptor RXFP1 | 350,000 tested, 0.59% active | HEK293-RXFP1, relaxin-stimulated cAMP HTRF, 30 min; hits give low values | AID 1259400, 2018 | activity change, negative = inhibition, % at 57.5 µM;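 active = activity change of -60% or lower, but not beyond a set lower limit; inconclusive = change between -60% and -40%, or beyond the set limit; inactive = change above -40%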; also: % is scaled to controls: 0 for no effect and ±100 for the full control effect
* marks the source's active call; other numbers are inactive results. Unless noted, calls follow the shape of the dose curve; as a rule, active = well fitted curve in the direction sought with a large enough effect; inconclusive = small, poorly fitted or top-dose-only effect, or another doubt; inactive = no such curve, though single readings can be large; an effect the other way counts as inactive or inconclusive. Not all compounds are listed, so the mix of outcomes need not match the whole.

Screening COc1ccccc1OCCCC(=O)Nc1nnc(C2CCCO2)s1 (stereo not given) returned RXFP1 agonist -0.1%, Apoferritin bind -7%, D1 potentiator -19, D1 agonist 2, TRHR enhancer -5, D1 antagonist -13, D2 potentiator 5, TRHR agonist 0.3 and RXFP1 antag -5.
CCc1nc2c(cnn2-c2ccc(Cl)cc2)c(=O)n1-c1ccc(OC)c(Cl)c1 was read as RXFP1 agonist 7.1%, Apoferritin bind -13%, D1 potentiator 0, D1 agonist -1, TRHR enhancer -1, D1 antagonist 17, D2 potentiator -9, TRHR agonist 0.1 and RXFP1 antag 9.
Screening CCc1nnc(NC(=O)CSc2ccc(-c3ccco3)nn2)s1 returned RXFP1 agonist 16%, Apoferritin bind -21%, D1 potentiator -7, D1 agonist -1, TRHR enhancer -3, D1 antagonist -8, D2 potentiator -2, TRHR agonist 0.2 and RXFP1 antag -7.
`CC(=O)Nc1ccc(S(=O)(=O)Nc2cc(-c3ccccc3)nn2C)cc1` gave RXFP1 agonist 0.8%, Apoferritin bind -4%, D1 potentiator -5, D1 agonist 3, TRHR enhancer 6, D1 antagonist 7, D2 potentiator -3, TRHR agonist 0.3 and RXFP1 antag -19.
For COc1ccc(-c2ccc(SCC(=O)N3CCOCC3)nn2)cc1OC the results were RXFP1 agonist 0.6%, Apoferritin bind -11%, D1 potentiator 1, D1 agonist 2, TRHR enhancer -4, D1 antagonist -5, D2 potentiator 0, TRHR agonist 0.0 and RXFP1 antag 16.
`O=S(=O)(c1ccc(SCc2cccc(Cl)c2)nc1)N1CCCC1` gave RXFP1 agonist -0.5%, D1 potentiator -1, D1 agonist 24, TRHR enhancer -11, D1 antagonist -10, D2 potentiator -8, TRHR agonist 1.6 and RXFP1 antag -3.
Screening O=C(N/N=C\c1cc([N+](=O)[O-])ccc1N1CCOCC1)c1ccccn1 returned RXFP1 agonist 11%, Apoferritin bind -2%, D1 potentiator 1, D1 agonist -1, TRHR enhancer -8, D1 antagonist -7, D2 potentiator 11, TRHR agonist -0.5 and RXFP1 antag -16.
Screening Fc1ccc(CNC(=S)Nc2ccc(OC(F)F)cc2)cc1 returned RXFP1 agonist 1.9%, Apoferritin bind -14%, D1 potentiator -7, D1 agonist 26, TRHR enhancer -5, D1 antagonist -42*, D2 potentiator -2, TRHR agonist 1.8 and RXFP1 antag -7.
For COCCn1c(=O)c2c(nc3n2CCCN3CCc2ccccc2)n(C)c1=O the results were RXFP1 agonist 0.2%, Apoferritin bind 1%, D1 potentiator 1, D1 agonist 1, TRHR enhancer 7, D1 antagonist 14, D2 potentiator 3, TRHR agonist -0.8 and RXFP1 antag 2.
Screening CCC(C)c1ccccc1NS(=O)(=O)c1cnn(CC)c1 (stereo not given) returned RXFP1 agonist -2.0%, Apoferritin bind -13%, D1 potentiator 3, D1 agonist 1, TRHR enhancer -2, D1 antagonist -1, D2 potentiator -4, TRHR agonist -0.1 and RXFP1 antag -4.
`O=S(=O)(NCC1CN(S(=O)(=O)c2ccc3c(c2)OCCO3)C1)c1c(F)cccc1F` gave D1 potentiator 6, D1 agonist 0, TRHR enhancer -3, D1 antagonist 3 and TRHR agonist 1.3.
For Cc1[nH]c2ccccc2c1SCCNC(=O)c1ccc(Br)o1 the results were RXFP1 agonist -2.1%, Apoferritin bind -11%, D1 potentiator -3, D1 agonist 1, TRHR enhancer -2, D1 antagonist -25, TRHR agonist -0.8 and RXFP1 antag -82*.
For O=C(Cc1cccc2ccccc12)Nc1nnc(-c2cccc([N+](=O)[O-])c2)s1 the results were RXFP1 agonist -0.7%, Apoferritin bind 8%, D1 potentiator -4, D1 agonist -2, TRHR enhancer -5, D1 antagonist 25, D2 potentiator -6, TRHR agonist -0.3 and RXFP1 antag 13.
Cc1cccc(NC(=O)C(NS(=O)(=O)c2ccc3c(c2)oc(=O)n3C)C(C)C)c1 (stereo not given) was read as RXFP1 agonist -2.8%, Apoferritin bind -12%, D1 potentiator 6, D1 agonist 1, TRHR enhancer 2, D1 antagonist 4, D2 potentiator 22 and TRHR agonist -0.2.
For Cc1c(Cl)c([N+](=O)[O-])nn1CC(=O)NCc1cccs1 the results were RXFP1 agonist -0.8%, Apoferritin bind -15%, D1 potentiator -5, D1 agonist 2, TRHR enhancer -3, D1 antagonist -2, D2 potentiator -2, TRHR agonist -0.1 and RXFP1 antag 3.
For O=C(CCN1C(=O)/C(=C/c2ccccc2Cl)SC1=S)NC1=NCCS1 the results were RXFP1 agonist 2.1%, Apoferritin bind -8%, D1 potentiator -3, D1 agonist 2, TRHR enhancer 3, D1 antagonist -3, TRHR agonist 0.0 and RXFP1 antag 2.
For CC1CCN(c2c(NCC3CCC(C(=O)Nc4ccccn4)CC3)c(=O)c2=O)CC1 (stereo not given) the results were RXFP1 agonist 1.5%, Apoferritin bind -6%, D1 potentiator 1, D1 agonist -2, TRHR enhancer 0, D1 antagonist 23, D2 potentiator -2 and TRHR agonist -0.3.
COc1cccc(N/C(N)=N/c2nc(CSc3ccccn3)cc(=O)[nH]2)c1 was read as RXFP1 agonist 1.6%, Apoferritin bind -3%, D1 potentiator -4, D1 agonist 11, TRHR enhancer -1, D1 antagonist -27, D2 potentiator -1 and TRHR agonist -0.1.
Screening COC(=O)[C@H](Cc1ccccc1)NC(=O)NCc1cccs1 returned RXFP1 agonist 3.1%, Apoferritin bind -8%, D1 potentiator -3, D1 agonist -1, TRHR enhancer -1, D1 antagonist 13, D2 potentiator 7, TRHR agonist -0.9 and RXFP1 antag 11.
For CCOc1ccccc1-c1nnc(CS(=O)(=O)c2ccccc2)o1 the results were RXFP1 agonist -0.3%, Apoferritin bind 5%, D1 potentiator 3, D1 agonist 3, TRHR enhancer -5, D1 antagonist 4, D2 potentiator -7, TRHR agonist 0.5 and RXFP1 antag -2.
For CN(CC(=O)Nc1ccc(Cl)c(C(F)(F)F)c1)C(=O)/C=C/c1cccs1 the results were RXFP1 agonist -1.0%, D1 potentiator -11, D1 agonist 5, TRHR enhancer 1, D1 antagonist -5, D2 potentiator -25, TRHR agonist -0.6 and RXFP1 antag -7.
`Cc1nnc(SCC(=O)NC23CC4CC(CC(C4)C2)C3)n(N)c1=O` gave RXFP1 agonist 6.1%, Apoferritin bind inconclusive, D1 potentiator 15, D1 agonist 3, TRHR enhancer 3, D1 antagonist -1, D2 potentiator -3, TRHR agonist 0.7 and RXFP1 antag 0.
Screening C#CCOCCOCCOCCNc1nc(N2CCN(C(=O)CCCCCCCCCCNC(=O)[C@@H](CCC(=O)O)n3cc(CCCCCN)nn3)CC2)nc(N2CCN(C(=O)CCCCCCCCCCNC(=O)[C@H](CO)n3cc(CCCSC)nn3)CC2)n1 returned RXFP1 agonist -0.4%, D1 potentiator -3, D1 agonist 17, TRHR enhancer 1, D1 antagonist 24, D2 potentiator 16 and TRHR agonist 1.6.
For Cc1nn(CC(=O)NCc2cccnc2)c(=O)c2ccccc12 the results were RXFP1 agonist 7.1%, Apoferritin bind -12%, D1 potentiator 3, D1 agonist 3, TRHR enhancer 3, D1 antagonist 14, D2 potentiator 3, TRHR agonist 0.8 and RXFP1 antag 9.

At a glance, 4 of the compounds above.
For O=C(Cc1cccc2ccccc12)Nc1nnc(-c2cccc([N+](=O)[O-])c2)s1 the results were RXFP1 agonist -0.7%, Apoferritin bind 8%, D1 potentiator -4, D1 agonist -2, TRHR enhancer -5, D1 antagonist 25, D2 potentiator -6, TRHR agonist -0.3 and RXFP1 antag 13.
Cc1cccc(NC(=O)C(NS(=O)(=O)c2ccc3c(c2)oc(=O)n3C)C(C)C)c1 (stereo not given) was read as RXFP1 agonist -2.8%, Apoferritin bind -12%, D1 potentiator 6, D1 agonist 1, TRHR enhancer 2, D1 antagonist 4, D2 potentiator 22 and TRHR agonist -0.2.
For Cc1c(Cl)c([N+](=O)[O-])nn1CC(=O)NCc1cccs1 the results were RXFP1 agonist -0.8%, Apoferritin bind -15%, D1 potentiator -5, D1 agonist 2, TRHR enhancer -3, D1 antagonist -2, D2 potentiator -2, TRHR agonist -0.1 and RXFP1 antag 3.
For O=C(CCN1C(=O)/C(=C/c2ccccc2Cl)SC1=S)NC1=NCCS1 the results were RXFP1 agonist 2.1%, Apoferritin bind -8%, D1 potentiator -3, D1 agonist 2, TRHR enhancer 3, D1 antagonist -3, TRHR agonist 0.0 and RXFP1 antag 2.

(cont.)
`Cc1nc(CC(=O)c2ccc(O)cc2O)cs1` gave RXFP1 agonist -0.1%, Apoferritin bind -21%, D1 potentiator -2, D1 agonist 2, TRHR enhancer 0, D1 antagonist -13, D2 potentiator 0, TRHR agonist 0.0 and RXFP1 antag -8.
CC(OC(=O)c1cccc([N+](=O)[O-])c1)C(=O)NCc1ccc2c(c1)OCO2 (stereo not given) was read as RXFP1 agonist 3.1%, Apoferritin bind -12%, D1 potentiator -3, D1 agonist 1, TRHR enhancer 27, D1 antagonist -10, D2 potentiator 2, TRHR agonist -0.3 and RXFP1 antag 4.
`Cc1ccc(NC(=O)CS(=O)CC(=O)Nc2ccc(N3CCOCC3)cc2)cc1Cl` (stereo not given) gave RXFP1 agonist -1.5%, Apoferritin bind inconclusive, D1 potentiator -2, D1 agonist 3, TRHR enhancer 4, D1 antagonist 1, D2 potentiator 5, TRHR agonist -0.6 and RXFP1 antag -11.
O=C(NCc1ccccc1Br)c1ccc2nc(N3CCCCC3)sc2c1 was read as RXFP1 agonist 11%, Apoferritin bind -10%, D1 potentiator -8, D1 agonist 0, TRHR enhancer 0, D1 antagonist -28, D2 potentiator -18, TRHR agonist 0.2 and RXFP1 antag -13.
CCCOC(=O)CCc1n[nH]c(=O)[nH]c1=O was read as RXFP1 agonist 1.5%, Apoferritin bind -9%, D1 potentiator 9, D1 agonist 2, TRHR enhancer -6, D1 antagonist -1, D2 potentiator -6, TRHR agonist 0.1 and RXFP1 antag -5.
